SMARCA2 activ – SMARCA2 (BRM) function activators, primary screen, cell-based, luminescence, high throughput. MG213 cells, MMTV-luciferase reporter, dexamethasone, overnight. AID 652017, 2013. activation, % at 9.1 µM. actives 1% (n = 370,000); in the data active means activation above about 7.8%;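 further: 0% = vehicle wells and 100% = reference activator wells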
hcDAF12 agonist – H. contortus DAF-12 nuclear receptor activators, primary screen, cell-based, luminescence, HEK293, lit1-tk-luc reporter. activation, % at 6.8 µM. HEK293 hcDAF-12 lit1-tk-luc reporter; 0% DMSO, 100% Δ7-dafachronic acid. actives 1.4% (n = 370,000);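 active means activation above the mean of all tested compounds plus 3 SD, cut at about 5.5% in these data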;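 further: 100% = response to 3 µM Δ7-dafachronic acid high control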
DAX1 inh-1 – DAX1 (NR0B1) inhibitors on StAR promoter, primary screen, cell-based, luminescence, SF-1 (NR5A1), full-length DAX-1. inhibition, % at 6.8 µM. AID 652010, 2013. actives 1.1% (n = 370,000). HEK293T StAR-luciferase reporter, SF-1/DAX-1 repression relief;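 active means inhibition above the mean over all tested compounds plus 3 SD, cut at about 3.6% in these data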;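 further: 0% = DAX-1 cells with DMSO and 100% = cells lacking DAX-1 with DMSO; higher inhibition means more luminescence from relief of DAX-1 repression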
FXN GAA850 act – FXN promoter activators, primary screen, cell-based, luciferase luminescence, HEK293 lucGAA850 | activation, % at 6 µM | actives 0.56% (n = 360,000) | HEK293 lucGAA850 FXN promoter luciferase reporter, 24 h; percent of 10 µM SAHA response;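 active means activation above the average of all compounds screened plus 3 SD, cutoff fixed separately per campaign, cut at about 7.5% in these data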;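 further: 0% = DMSO wells and 100% = 10 µM SAHA wells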
GC-B act – human GC-B receptor activators, primary screen, HEK293 GC-B cells, cGMP TR-FRET, EC30 CNP; Atrial natriuretic peptide receptor 2 (Homo sapiens), P20594; 0% at EC30 CNP, 100% saturating CNP; activation, % at 10 µM; actives 0.11% (n = 370,000);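 active means activation at 10 µM reaching about 35% in either raw or pattern-adjusted values, limit read from the data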
ssDAF12 agonist – S. stercoralis DAF-12 nuclear receptor activators, primary screen, cell-based, luminescence, HEK293, GRIP1 co-expression, lit1-tk-luc. Nuclear hormone receptor DAF-12 (Strongyloides stercoralis). actives 1% (n = 370,000). activation, % at 6.8 µM. HEK293 ssDAF-12/GRIP1 lit1-tk-luc reporter; % of 3 µM dafachronic acid response;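 active means activation above the mean over all tested compounds plus 3 SD, cut at about 0.9% in these data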;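 further: 0% = DMSO-only wells and 100% = 3 µM delta7-dafachronic acid wells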
GC-A act – GC-A stimulated cGMP production enhancers – HEK293 GC-A cells, cGMP TR-FRET, EC30 ANP, primary screen. Atrial natriuretic peptide receptor 1 (Homo sapiens), P16066. 0% at EC30 ANP, 100% saturating ANP. activation, % at 10 µM. actives 0.14% (n = 370,000); in the data active means activation above about 40%
DAX1 inh-2 – DAX1 (NR0B1) inhibitors, primary screen, cell-based, HEK293, Gal4-DAX1, luciferase luminescence; AID 504766, 2011; actives 0.99% (n = 340,000); HEK293 Gal4-DAX1 luciferase reporter; Nuclear receptor subfamily 0 group B member 1 (Homo sapiens), P51843; inhibition, % at 6.75 µM;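 active means inhibition above the mean over all tested compounds plus 3 SD, cut at about 4.2% in these data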;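 further: 0% = DAX1-transfected cells with DMSO and 100% = empty-vector control cells with DMSO; inhibition shows as a rise in luminescence from relieved DAX1 repression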
Target sequence (P51843 207-470 limits assumed): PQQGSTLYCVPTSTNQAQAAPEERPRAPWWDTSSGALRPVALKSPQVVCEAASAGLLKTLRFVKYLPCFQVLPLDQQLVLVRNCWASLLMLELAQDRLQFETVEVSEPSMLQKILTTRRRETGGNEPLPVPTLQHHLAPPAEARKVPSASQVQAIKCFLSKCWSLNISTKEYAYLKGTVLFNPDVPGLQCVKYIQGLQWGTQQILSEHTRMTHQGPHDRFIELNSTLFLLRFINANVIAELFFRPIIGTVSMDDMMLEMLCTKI
sPLA2-III inh – human group III sPLA2 inhibitors, primary screen, biochemical, QFRET, BODIPY PC-A2 liposome substrate; actives 0.56% (n = 370,000); inhibition, % at 12.2 µM; QFRET BODIPY PC-A2 liposome hydrolysis, fluorescence;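 active means inhibition above mean plus 3 SD of compounds lying within the high and low control bounds, cut at about 19% in these data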;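 further: 0% = median of test compound wells and 100% = no enzyme DMSO wells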
Target sequence (Q9NZ20 whole entry, looked up): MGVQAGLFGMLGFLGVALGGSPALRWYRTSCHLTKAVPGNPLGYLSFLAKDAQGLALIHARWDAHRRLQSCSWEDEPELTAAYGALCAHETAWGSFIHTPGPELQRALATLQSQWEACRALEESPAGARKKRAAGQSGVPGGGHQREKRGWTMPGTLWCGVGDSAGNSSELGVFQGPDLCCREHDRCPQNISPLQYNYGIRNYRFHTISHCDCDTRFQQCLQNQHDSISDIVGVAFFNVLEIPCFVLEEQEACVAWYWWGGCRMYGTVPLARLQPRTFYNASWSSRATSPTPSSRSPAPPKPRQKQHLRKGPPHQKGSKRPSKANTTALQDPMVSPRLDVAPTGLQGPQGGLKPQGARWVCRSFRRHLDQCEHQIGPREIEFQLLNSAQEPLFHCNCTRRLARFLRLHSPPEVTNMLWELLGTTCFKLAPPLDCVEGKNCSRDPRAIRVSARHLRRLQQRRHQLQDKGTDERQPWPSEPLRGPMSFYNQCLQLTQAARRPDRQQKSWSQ
hgDAF12 agonist – H. glycines DAF-12 receptor agonists, primary screen, cell-based, luminescence, HEK293, GAL4 fusion, UAS-luciferase; AID 687014, 2013; actives 1.8% (n = 370,000); HEK293 GAL4-hgDAF12 UAS-luciferase reporter, agonist luminescence; normalized to butyrate control; Nuclear hormone receptor DAF-12 (Heterodera glycines), GAL4 fusion; activation, % at 6.8 µM;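 active means activation above a cutoff set at the mean of all screened compounds plus 3 SD, cut at about 10% in these data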;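 further: 0% = DMSO wells and 100% = sodium butyrate wells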
KLK7 zymogen act – proKLK7 zymogen activators, primary screen, biochemical, fluorescence intensity; actives 0.9% (n = 370,000); Kallikrein-7 (Homo sapiens), P49862; purified proKLK7, EDANS-DABCYL substrate fluorescence; 100% is mature enzyme control, 0% vehicle; activation, % at 7 µM; AID 652039, 2013;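 active means activation above the mean of all tested compounds plus 3 SD, computed per campaign excluding outliers beyond control limits, cut at about 13% in these data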
Target sequence (P49862 whole entry, looked up): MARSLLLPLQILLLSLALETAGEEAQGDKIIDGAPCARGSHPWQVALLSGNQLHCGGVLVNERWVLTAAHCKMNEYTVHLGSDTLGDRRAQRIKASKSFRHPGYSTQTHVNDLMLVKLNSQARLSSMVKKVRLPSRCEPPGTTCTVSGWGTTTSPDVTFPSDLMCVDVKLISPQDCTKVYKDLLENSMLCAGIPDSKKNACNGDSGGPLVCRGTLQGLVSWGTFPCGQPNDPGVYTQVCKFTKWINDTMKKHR
* = called active by the depositor; · = not tested or not shown. Compounds were not picked by outcome; 6.7% or so of the library scored in one or more.

SMILES	SMARCA2 activ	hcDAF12 agonist	DAX1 inh-1	FXN GAA850 act	GC-B act	ssDAF12 agonist	GC-A act	DAX1 inh-2	sPLA2-III inh	hgDAF12 agonist	KLK7 zymogen act
COc1cccc(-n2nnc3c(=O)n(CC(=O)N4CCC(Cc5ccccc5)CC4)cnc32)c1	-2	5.1	-1.2	-2.2	5	1.2*	-4	-0.9	7	6.0	-0.1
Cc1ccc(S(C)(=O)=O)cc1C(=O)OCC(=O)N1CCCC1=O	-1	-1.3	1.6	1.1	1	-0.9	-4	-0.7	2	0.4	-0.9
CCN(CCCNC(=O)C1CCCN(S(=O)(=O)CC)C1)c1cccc(C)c1 (stereo unspecified)	0	-1.3	0.2	-2.6	-3	-1.4	9	-0.2	0	-1.5	0.0
COc1ccccc1-c1ccc(SCC(=O)N2CCOCC2)nn1	-1	-0.2	1.2	0.7	-3	-1.9	0	1.7	8	-0.6	-0.1
CC(C)OC(=O)c1cccc(NC(=O)c2ccccc2)c1	-1	0.1	-1.0	4.4	3	-0.9	0	1.6	0	7.5	0.3
CCOc1ccc(NC(=O)CSc2nccn2Cc2ccco2)cc1	11*	2.0	-2.5	2.5	4	-0.6	2	1.2	-6	6.2	-0.1
CC(=O)CC1OC(=O)C(Br)=C1NCc1ccccc1 (stereo unspecified)	13*	-0.4	0.3	-1.9	-3	-1.4	0	-1.5	9	0.8	-0.3
COc1ccccc1-c1nnc(SCC(=O)OC(C)C)o1	-5	3.8	0.0	0.4	2	-0.6	-1	0.7	2	0.2	0.0
CCOC(=O)c1[nH]c(C)c(C(=O)OCC(=O)N(CC)C2CCS(=O)(=O)C2)c1C (stereo unspecified)	-2	-1.5	0.2	-0.2	2	-0.9	0	0.8	9	-4.8	0.5
Cc1ccc(N(C(C)C(=O)Nc2cccc(N(C)S(C)(=O)=O)c2)S(C)(=O)=O)cc1 (stereo unspecified)	-3	-1.9	-0.6	-0.1	7	-1.3	-3	2.2	-10	-5.5	0.4
Cc1cc(SCC(=O)Nc2ccc(O)cc2)n2nc(C)c(-c3ccccc3)c2n1	-1	-1.8	-1.8	2.4	12	-1.4	5	-1.6	-41	-3.1	0.6
Cc1ccc(-c2nc(CS(=O)CC(=O)NC3CC3)c(C)o2)cc1 (stereo unspecified)	0	1.4	0.3	0.3	7	-0.4	2	0.7	4	2.7	-0.3
O=C(NCCc1nc(-c2ccccc2Cl)no1)c1ccccc1	-2	-0.3	-0.6	-1.2	0	-1.6	-2	0.0	2	-1.7	0.1
CSCCC(C(=O)Nc1c(C)cccc1C)N(Cc1ccccc1)Cc1ccccc1 (stereo unspecified)	-4	-0.5	-1.7	·	-16	-1.1	-12	·	-5	2.5	-0.4
CN(C)S(=O)(=O)c1ccc(C(=O)Nc2nc(-c3ccccc3)c(C(=O)c3ccccc3)s2)cc1	-4	0.0	-0.1	0.4	3	-0.4	-2	1.2	-2	0.8	0.1
COc1cc(NC(=O)Cn2cnc(S(=O)(=O)N3CCCCC3)c2)cc(OC)c1OC	0	0.7	0.1	-1.3	1	-1.3	2	0.1	4	-1.2	0.2
COC(=O)c1ccc(C(=O)OC)c(NC(=O)COC(=O)c2ccc(OC)c(OC)c2OC)c1	-2	-1.9	-0.6	1.7	2	-1.1	4	-0.3	0	-0.2	-0.4
Cc1cccc(C)c1N(CC(O)Cn1c2ccccc2c2ccccc21)S(C)(=O)=O (stereo unspecified)	-3	-1.9	-1.1	1.9	-24	-1.5	-18	-0.4	-58	-0.3	0.4
Cc1ccc(C(=O)NCCNC(=O)c2ccc(F)cc2)cn1	2	1.2	0.3	1.7	1	-1.1	3	0.1	2	-0.4	0.4
NNC(=O)Cn1c(-c2ccccc2)cc2ccccc21	-4	-2.0	0.1	0.9	4	-1.3	0	0.6	-1	-1.0	0.0
O=[N+]([O-])c1ccc(Cl)c(CN2CCC(O)CC2)c1	1	-1.9	-0.3	-0.4	2	-1.2	2	-0.9	2	0.6	-0.5
CCCn1c(NC(=O)c2ccco2)nc2ccccc21	-4	1.9	-0.1	-0.7	2	-1.4	-2	-0.7	1	2.5	0.7
CC(=O)NC(c1cccc(F)c1)c1nc(-c2csc3ccccc23)cs1 (stereo unspecified)	-6	-1.1	-0.1	-1.9	-3	-0.5	-5	·	-6	-2.2	0.8
CN(C)c1nc(N(C)C)nc(N(C#N)CCOc2ccccc2)n1	-1	-2.6	-0.6	3.6	2	-1.6	1	-0.3	-8	-0.3	0.8
COc1ccc(NC(=O)[C@@H](NC(N)=O)C(C)C)cc1Cl	3	-0.5	0.6	0.4	3	-0.5	0	0.3	2	-3.9	-0.3

Carrying on.
SMILES	SMARCA2 activ	hcDAF12 agonist	DAX1 inh-1	FXN GAA850 act	GC-B act	ssDAF12 agonist	GC-A act	DAX1 inh-2	sPLA2-III inh	hgDAF12 agonist	KLK7 zymogen act
c1ccc2cc(C3CCCCC3)ncc2c1	1	0.0	-0.1	2.5	1	-1.0	-4	-0.1	7	-0.7	-0.5
CCOC(=O)N1CCN(S(=O)(=O)c2cc(Br)cc3c2N(C(=O)C2CC2)CC3)CC1	-3	-0.4	0.3	-0.1	-1	-1.3	-4	-0.2	1	3.2	-0.1
Cn1c(CCNC(=O)c2ccccc2)nc2cc(NC(=O)C3CCCCC3)ccc21	-2	-2.2	-0.3	4.2	1	-1.3	0	-0.4	-2	-1.8	0.2
Cn1c(CNC(=O)CNC(=O)c2ccccc2F)cc(=O)n(C)c1=O	0	-0.9	1.8	-0.6	1	-0.8	-1	0.6	0	-2.5	0.5
Cc1c(NC(=O)C2CCCN(S(=O)(=O)c3ccccc3[N+](=O)[O-])C2)c(=O)n(-c2ccccc2)n1C (stereo unspecified)	-3	-1.3	-0.5	·	-5	-0.4	-1	·	4	-0.2	-0.3
CC(C)(C)C(=O)N1CCN(C(=O)c2ccco2)CC1	0	0.4	-0.1	2.6	-1	-0.7	-1	3.8	4	1.2	0.3
O=S(=O)(NC1CC1)c1cccc(S(=O)(=O)N2CCCC2)c1	-1	-0.5	0.0	1.6	3	-1.4	1	0.3	10	-2.5	-0.4
CCn1cc(C(=O)OCc2cccc(Br)c2)c(=O)c2ccc(C)nc21	-3	0.0	0.5	-0.6	0	-1.0	3	0.0	-2	-1.2	0.0
COc1ccccc1/C=C/C(=O)OCC(=O)NC1CCS(=O)(=O)C1 (stereo unspecified)	-1	1.1	-0.9	-2.0	-3	-1.1	1	-1.0	1	-1.6	2.6
Cc1ccccc1CN1C(=O)CN(S(C)(=O)=O)CC1(C)C(=O)NCc1ccccc1 (stereo unspecified)	-1	-1.3	0.0	·	2	-0.5	2	·	-3	-2.3	0.6
COc1ccc(S(=O)(=O)N2CCC(C(=O)Nc3ccccc3C)CC2)c2cccnc12	3	0.2	1.0	-0.5	3	-1.9	0	-0.8	-4	0.3	-0.5
Cc1ccc(C)c(S(=O)(=O)N2CCN(c3ncnc4sccc34)CC2)c1	-6	-4.8	-7.3	-6.3	-3	-2.3	-6	-2.5	-9	-11	0.2
O=C(N[C@H]1C/C=C\C[C@@H](CC(=O)N(CCO)Cc2ccccc2)C(=O)NC[C@H](c2ccccc2)OC1=O)OCC1c2ccccc2-c2ccccc21	-1	-1.6	0.6	-3.0	-2	-1.1	-1	-0.5	-21	1.1	0.6
CC(=O)Nc1cccc(C(=O)N(CCc2ccccc2)Cc2ccccc2)c1	1	-0.8	-0.3	2.8	4	-0.5	-4	-0.2	-4	0.8	-0.4
COc1ccc(OC)c(NC(=O)Nc2nnc([C@H]3C[C@H](O)[C@@H](CO)O3)s2)c1	2	-3.3	0.3	1.1	0	-1.2	-1	·	-4	0.8	-0.1
CNC(=O)c1[nH]cnc1C(=O)N[C@@H](CC(C)C)C(=O)OC(C)(C)C	1	-1.6	-0.5	0.3	4	-1.1	2	1.0	-5	-1.1	-0.6
COc1cc(CN2CC(=O)N(c3ccccc3Cl)C2=S)cc(OC)c1OC	-1	-1.7	-0.8	0.8	1	-1.5	0	-1.4	-83	-3.2	0.0
Nn1c(SCC(=O)Nc2cccc(S(N)(=O)=O)c2)nnc1C1CC1	-5	-2.1	0.5	0.5	3	-0.8	6	0.1	4	0.7	-0.1
COc1ccc(-n2c(C)c(C(C)=O)c(C(C)=O)c2C)cc1OC	0	-2.0	-0.1	-0.1	0	-0.9	1	-0.8	2	-0.6	0.2
COc1cccc(CNCC(=O)N2C(C)CCCC2C)c1 (stereo unspecified)	0	-0.6	0.5	-1.4	-3	-0.8	0	0.4	9	-2.1	0.0
CC(=O)Nc1cccc(NC(=O)CSc2nnc(Cc3cccn3C)n2CCc2ccccc2)c1	-1	-1.3	-0.6	-1.4	3	-1.1	-1	2.6	-28	0.2	0.3
CN(C(=O)c1cccc(NC(=O)Cc2ccc(NC(=O)C3CCN(C(=O)c4ccccc4)CC3)cc2)c1)C1CCC1	-4	-0.8	0.0	1.6	-4	1.2*	-5	2.5	-19	-1.2	0.5
Cc1c(N=C(N)/N=C(\N)Nc2ccccc2)c(=O)n(-c2ccccc2)n1C	0	1.3	0.2	1.9	4	-1.1	-3	-1.0	8	2.1	0.3

Exported in markdown: 2 of the compounds above
| canonical_smiles | SMARCA2 activ | hcDAF12 agonist | DAX1 inh-1 | FXN GAA850 act | GC-B act | ssDAF12 agonist | GC-A act | DAX1 inh-2 | sPLA2-III inh | hgDAF12 agonist | KLK7 zymogen act |
| --- | --- | --- | --- | --- | --- | --- | --- | --- | --- | --- | --- |
| O=S(=O)(NC1CC1)c1cccc(S(=O)(=O)N2CCCC2)c1 | -1 | -0.5 | 0.0 | 1.6 | 3 | -1.4 | 1 | 0.3 | 10 | -2.5 | -0.4 |
| Nn1c(SCC(=O)Nc2cccc(S(N)(=O)=O)c2)nnc1C1CC1 | -5 | -2.1 | 0.5 | 0.5 | 3 | -0.8 | 6 | 0.1 | 4 | 0.7 | -0.1 |

Only FXN GAA850 act (4 entries from above):
compound,FXN GAA850 act
c1ccc2cc(C3CCCCC3)ncc2c1,2.5
CCOC(=O)N1CCN(S(=O)(=O)c2cc(Br)cc3c2N(C(=O)C2CC2)CC3)CC1,-0.1
Cn1c(CCNC(=O)c2ccccc2)nc2cc(NC(=O)C3CCCCC3)ccc21,4.2
Cn1c(CNC(=O)CNC(=O)c2ccccc2F)cc(=O)n(C)c1=O,-0.6

Source: PubChem BioAssay (several laboratories)
